Source: PubChem BioAssay (National Center for Advancing Translational Sciences (NCATS))
ALDH1A1 block: ALDH1A1 (human) enzyme inhibition. 7.3% of 220,000 active. Potency, µM (titrated, usually from 75.3 µM), for the others: top-dose activity, negative = inhibition, hits mostly inhibitors. AID 1030. P00352. Purified ALDH1A1, NADH fluorescence, propionaldehyde substrate; active = well fitted inhibition curve with a large enough effect, not every such curve was filed as active; inconclusive = small, poorly fitted or top-dose-only effect, or another doubt; inactive = no such curve, though single readings can be large or run the other way;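 also: plate controls were no enzyme wells and a reference inhibitor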
RGS12 GoLoco inh: inhibitors of human Gai1-RGS12 GoLoco interaction (red fluorophore); P63096; Gai1:RGS12 GoLoco peptide FP, rhodamine, 10 min; Potency, µM (doses to about 61.6 µM), inactives show top-dose activity, negative = inhibition, most hits filed as inhibitors; 0.44% of 230,000 active; active = well fitted inhibition curve with a large enough effect, not every such curve was filed as active; inactive = no such curve, though single readings can be large or run the other way; also: % is scaled to controls: 0 for no effect and ±100 for the full control effect; nearly all actives have a fitted effect of over 30% in size; many of its hits are not listed in these tables
Target sequence (P63096 whole entry, looked up): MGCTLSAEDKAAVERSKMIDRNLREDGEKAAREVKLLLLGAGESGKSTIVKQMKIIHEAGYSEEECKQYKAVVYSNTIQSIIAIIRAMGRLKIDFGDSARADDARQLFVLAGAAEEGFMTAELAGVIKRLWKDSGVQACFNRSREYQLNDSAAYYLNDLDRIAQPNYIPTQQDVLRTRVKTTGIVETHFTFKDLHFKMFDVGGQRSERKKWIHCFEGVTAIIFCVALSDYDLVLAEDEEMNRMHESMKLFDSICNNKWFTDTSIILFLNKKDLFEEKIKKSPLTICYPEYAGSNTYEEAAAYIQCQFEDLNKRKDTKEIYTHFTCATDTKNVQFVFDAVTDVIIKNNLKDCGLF
TRb SRC2 PPI: TRbeta-SRC2 interaction inhibition; P10828; TRbeta-SRC2 peptide binding, fluorescence polarization; receptor liganded with 1 µM T3; Potency, µM (doses to about 106 µM), for inactives: at the top dose activity change, negative = inhibition, hits mostly inhibitors; 0.065% of 280,000 active; AID 1469;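 also: plate controls were bound peptide for no effect and peptide without receptor for full effect; nearly all actives have a fitted effect of over 50% in size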
Target sequence (P10828 whole entry, looked up): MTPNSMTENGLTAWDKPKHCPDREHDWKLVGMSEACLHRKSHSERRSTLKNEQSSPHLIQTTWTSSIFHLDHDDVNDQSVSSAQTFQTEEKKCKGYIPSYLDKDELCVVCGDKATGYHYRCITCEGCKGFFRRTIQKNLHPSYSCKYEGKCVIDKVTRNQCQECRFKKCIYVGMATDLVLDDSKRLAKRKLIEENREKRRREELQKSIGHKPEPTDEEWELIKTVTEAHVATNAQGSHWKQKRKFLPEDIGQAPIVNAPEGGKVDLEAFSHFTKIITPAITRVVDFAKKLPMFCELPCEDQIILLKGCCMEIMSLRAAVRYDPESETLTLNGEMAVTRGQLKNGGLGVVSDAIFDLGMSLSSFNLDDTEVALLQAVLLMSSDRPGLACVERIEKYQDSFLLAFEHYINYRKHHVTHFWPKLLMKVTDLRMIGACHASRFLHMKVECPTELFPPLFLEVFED
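Quantitative HTS by FP: 0.6 uM TRb LBD, 20 nM labeled SRC2 20-mer, 1 uM T3, 5% DMSO; 5 hr ambient incubation; % activity per concentration and potencies from concentration series.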
JMJD2E inh: JMJD2E (human) inhibition | Potency, µM (titrated, usually from 57.1 µM), for the others: at the top dose activity change, negative = inhibition, most hits filed as inhibitors | JMJD2E catalytic domain, FDH-coupled NADH fluorescence (FDH is formaldehyde dehydrogenase) | 1.6% of 230,000 active | B2RXH2; active = well fitted inhibition curve with a large enough effect, not every such curve was filed as active; inconclusive = small, poorly fitted or top-dose-only effect, or another doubt; inactive = no such curve, though single readings can be large or run the other way;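 also: 0% = wells with enzyme and -100% = buffer wells without enzyme; nearly all actives have a fitted effect of over 50% in size; many of its hits are not listed in these tables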
RECQ1 inh: inhibitors of human RECQ1 DNA helicase. 0.54% of 240,000 active. P46063. AID 2549. RECQ1 DNA unwinding, red fluorescence kinetic read. Potency, µM (series often up to 57.3 µM), for the others: top-dose activity, negative = inhibition, usual class: inhibitors;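 also: plate controls were vehicle for no effect and no enzyme for full effect; nearly all actives have a fitted effect of over 30% in size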
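RECQ1T1 50 nM; forked duplex (20 bp + 30-nt ss tails) 200 nM, ATP 2 mM final; pH 8.0, 2 mM MgCl2, 2.5 ug/ml poly(dI-dC); 15 min compound preincubation; discontinuous kinetic read over 2 h at RT.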
SMN2 splice enh: SMN2 splice variant enhancement. 2.8% of 210,000 active. Potency, µM (top dose mostly 46.1 µM), inactives show at the highest dose activity change, positive = activation, hits mostly activators. HEK293 SMN2-luciferase splicing reporter, luminescence, 30-36 h; also: % of control where 0% means no effect; nearly all actives have a fitted effect of over 55% in size
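qHTS luciferase splicing reporter: luminescence rises when SMN2 exon 7 is included in transfected HEK293 cells. Compound exposure lasted 30-36 h at 37C, with 4.5 mM final sodium butyrate as control, followed by a ONE-Glo read.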
TR SRC2 fluor cs: Texas Red fluorescence interference in TRb-SRC2 counter-screen. TRb/SRC2 Texas Red total fluorescence interference. Potency, µM (doses to about 106 µM), inactives show at the top dose fluorescence change, negative = quenching. 0.29% of 280,000 active. AID 1479; active = well fitted curve in either direction with a large enough effect; inconclusive = small, poorly fitted or top-dose-only effect; also: % is scaled to controls: 0 for no effect and ±100 for the full control effect
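Human TRb ligand-binding domain at 0.6 uM with 20 nM Texas Red SRC2 peptide in Tris buffer containing 1 uM T3 and 5% DMSO, incubated with compound 5 h at ambient temperature. Total fluorescence (555/632 nm) calculated as parallel + 2 × perpendicular.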
Lamin A splicing: changes lamin A minigene splicing in HeLa cells; Potency, µM (series often up to 46.1 µM), inactives show at the top dose ratio change, negative = inhibition, actives largely listed as inhibitors; 0.01% of 200,000 active; HeLa LMNA splicing GFP/RFP minigene ratio, 48 h; active = well fitted inhibition curve with a large enough effect in the signal ratio, with a control signal flat, not every such curve was filed as active; inconclusive = small, poorly fitted or top-dose-only effect, or effect the other way, or a change in a side signal; the % refers to the signal ratio; also: % is scaled to controls: 0 for no effect and ±100 for the full control effect
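S3 HeLa cells stably expressing lamin A-EGFP splicing minigene plus DsRed2, 600 cells/well, 48 h compound exposure at 37C. Laser-scanning cytometry; analysed as GFP (500-530 nm)/RFP (575-640 nm) total intensity ratio; 0.5% DMSO vehicle.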
Active calls of the source: *; i = inactive; ? = inconclusive; nt = not tested or not shown; & = joins results of further samples; [ ] = another dose, or the depositor's remark. Unless noted, calls follow the shape of the dose curve; as a rule, active = well fitted curve in the direction sought with a large enough effect; inconclusive = small, poorly fitted or top-dose-only effect, or another doubt; inactive = no such curve, though single readings can be large; an effect the other way counts as inactive or inconclusive. Potency is read from the fitted curve at half-maximal effect. An excerpt; the hit share may differ from the screen's.

| Compound | ALDH1A1 block | RGS12 GoLoco inh | TRb SRC2 PPI | JMJD2E inh | RECQ1 inh | SMN2 splice enh | TR SRC2 fluor cs | Lamin A splicing |
| --- | --- | --- | --- | --- | --- | --- | --- | --- |
| COc1ccc(CCNC2CC(=O)N(CCc3ccc(OC)c(OC)c3)C2=O)cc1 (stereo not drawn) | 18µM* | -2% | -11% | 1% | i | -11% | 3% | 15% |
| CC(C)Cc1nc2n[nH]c(N)c2c2c1COC(C)(C)C2 | 3% | 6% | 2% | 11% | i | -29% | -1% | 9% |
| CC(=O)Nc1nnc(-c2c(-c3c(Cl)cccc3Cl)noc2C)o1 | -1% | 1% | -1% | 7% | -1% | nt | -1% | nt |
| O=[N+]([O-])c1ccc(Cl)c2cccnc12 | 18µM* | 14% | -5% | 3% | i | -7% | -1% | nt |
| Cc1cccc(NS(=O)(=O)c2cccc3cccnc23)n1 | 12% | -1% | 5% | -2% | -6% | -2% | 1% | -5% |
| O=c1c(-c2ccc(Cl)cc2)[n+]([O-])c2ccccc2n1OCc1nc2ccccc2[nH]1 | nt | 5% | 2% | -4% | ? | nt | 1% | nt |
| O=C(CCSCc1ccccc1Cl)NC1CCCCC1 | 4% | 8% | -2% | 2% | -19% | -5% | -1% | nt |
| COC(CNS(=O)(=O)c1cccc2nonc12)OC | ? | 5% | 4% | 1% | -5% | -14% | 0% | 6%[46 µM] |
| O=C(COC(=O)C12CC3CC(CC(O)(C3)C1)C2)NC12CC3CC(CC(C3)C1)C2 | ? | 1% | 0% | 2% | -13% | -2% | -2% | ? |
| CCOC(=O)c1sc2nc(CSc3nc4ccccc4n3CC)[nH]c(=O)c2c1C | 5% | 9% | 4% | 3% | i | -5% | -4% | 12% |
| CCSc1nnc(NC(=O)C2(C)Cc3ccccc3C(=O)O2)s1 (stereo not drawn) | 0% | 1% | -8% | 2% | -11% | 14% | 3% | -11% |
| Cc1ccc(N/N=C(\C#N)C(N)=S)c(C)c1 | ? | -4% | -10% | -4% | -5% | 27% | -3% | -3% |
| Cc1ccc2cc(S(=O)(=O)NCCCC(=O)O)ccc2c1 | 13% | -2% | 3% | 6% | i | -11% | 1% | -8% |
| CC(C)NC(=O)Cn1c(SCC(=O)N2CCCCCC2)nc2ccccc21 | ? | -19% | 7% | 1% | -5% | 2% | 4% | 2% |
| CN1C[C@@H]2C(c3ccc(Cl)nc3)C3(c4ccc(C#N)cc4)CC2(C3)[C@H]1c1ccccc1 (stereo partly drawn) | 1% | 3%&5% | 8%&2% | 3%&3% | i | -25% | 2%&-2% | nt |
| Cc1[nH]n(-c2nc(-c3ccc(Cl)cc3)cs2)c(=O)c1N=Nc1ccc(O)cc1 | -5% | 51%[activator] | -2% | -3% | -13% | nt | -7% | nt |
| O=C(OCCN1CCN(c2ncc(C(F)(F)F)cc2Cl)CC1)c1ccc(Cl)cc1 | -7% | 1% | -12% | -3% | 0% | -22% | 0% | -8% |
| CCOC(=O)c1nonc1NC(C)=O | 0% | -5% | 5% | 3% | -2% | 0% | -1% | 4% |
| Cc1cc(C)n2nc(SCC(N)=O)nc2n1 | 11% | -6% | -2% | -7% | -10% | 5% | 0% | -6%[46 µM] |
| CCOC(=O)C(=O)Nc1ccc(Oc2ccccc2)cc1 | 3% | -5% | 3% | 8% | -4% | 5% | -2% | -5%[46 µM] |
| O=C(Nc1ccc(Br)cc1Cl)NC1CC1 | 7% | 2% | -3% | 4% | i | nt | -3% | nt |
| CCOc1ccccc1-c1nn2c(Cc3ccccc3)nnc2s1 | ? | -3% | -3% | ? | -4% | 27% | -6% | 6% |
| COc1cc2c(cc1OC)C(C(=O)Nc1ccccn1)C(c1cccnc1)N(C)C2=O (stereo not drawn) | 5% | 9% | -5% | -6% | i | 2% | -1% | -4% |
| O=C(CCc1ccccc1)Nc1ccncc1 | 3% | -3% | -6% | 2% | -1% | -20% | -6% | ? |
| CCc1cccc(OCC(=O)Nc2ccc(S(=O)(=O)Nc3ccccn3)cc2)c1 | 0% | 21% | -2% | ? | i | 9% | -1% | ? |

Quoted at random: 3 entries already listed
| Compound | ALDH1A1 block | RGS12 GoLoco inh | TRb SRC2 PPI | JMJD2E inh | RECQ1 inh | SMN2 splice enh | TR SRC2 fluor cs | Lamin A splicing |
| --- | --- | --- | --- | --- | --- | --- | --- | --- |
| COC(CNS(=O)(=O)c1cccc2nonc12)OC | ? | 5% | 4% | 1% | -5% | -14% | 0% | 6%[46 µM] |
| CCOC(=O)c1sc2nc(CSc3nc4ccccc4n3CC)[nH]c(=O)c2c1C | 5% | 9% | 4% | 3% | i | -5% | -4% | 12% |
| O=c1c(-c2ccc(Cl)cc2)[n+]([O-])c2ccccc2n1OCc1nc2ccccc2[nH]1 | nt | 5% | 2% | -4% | ? | nt | 1% | nt |

The listing picks up with the 3 entries that preceded the break.
| Compound | ALDH1A1 block | RGS12 GoLoco inh | TRb SRC2 PPI | JMJD2E inh | RECQ1 inh | SMN2 splice enh | TR SRC2 fluor cs | Lamin A splicing |
| --- | --- | --- | --- | --- | --- | --- | --- | --- |
| COc1cc2c(cc1OC)C(C(=O)Nc1ccccn1)C(c1cccnc1)N(C)C2=O (stereo not drawn) | 5% | 9% | -5% | -6% | i | 2% | -1% | -4% |
| O=C(CCc1ccccc1)Nc1ccncc1 | 3% | -3% | -6% | 2% | -1% | -20% | -6% | ? |
| CCc1cccc(OCC(=O)Nc2ccc(S(=O)(=O)Nc3ccccn3)cc2)c1 | 0% | 21% | -2% | ? | i | 9% | -1% | ? |
| COC(=O)c1ccc(OCCOc2ccc(C(=O)OC)cc2)cc1 | 3% | 2% | 7% | 3% | 0% | 3% | 3% | -5% |
| CC1(C)C(=O)OC(/C=C\c2cccc([N+](=O)[O-])c2)C(C)(C)C1=O (stereo not drawn) | 10% | 6% | -8% | -2% | 19% | -18% | -1% | nt |
| CSc1nnc(-c2ccc(F)cc2)o1 | 7% | 7% | -16% | 2% | 1% | -2% | -1% | 6% |
| CC(C)(C#N)Nc1ccccc1 | 4% | -2% | 7% | -4% | -4% | 4% | 0% | 2% |
| CCn1nc(C)c(CN2CCN(Cc3cccc(OC)c3)C(CCO)C2)c1C (stereo not drawn) | -14% | 6% | -2% | 1% | i | nt | 1% | 11%[46 µM] |
| CC(=O)NC(O)C(=O)c1ccccc1 (stereo not drawn) | -3% | 4% | -14% | 1% | 0% | 11% | -1% | -1% |
| CC1CCN(C(=O)C2CCN(CC(C)c3ccccc3)CC2)CC1 (stereo not drawn) | ? | -15% | -4% | -7% | -6% | -1% | -8% | -13% |
| O=C1c2cccc3c([N+](=O)[O-])ccc(c23)C(=O)N1Cc1cccnc1 | -17% | -7% | -1% | ? | -10% | -44%[inhibitor] | -7% | nt |
| CN(CC(=O)N1CCc2ccccc21)S(=O)(=O)c1ccc(Cl)cc1 | 1% | -1% | -3% | 2% | -4% | 19% | 1% | -8% |
| CCOc1ccc(NC(N)=O)cc1OCC | 6% | -4% | 3% | 3% | i | 9% | 0% | 5% |
| Cc1cc(SCC(=O)OCC(=O)NCc2ccc3c(c2)OCO3)c(C)cc1Br | -14% | 12% | 0% | 0% | -15% | -16% | -1% | 14% |
| CN(C(=O)CSc1nc(-c2ccc(F)cc2)cs1)C1CCS(=O)(=O)C1 (stereo not drawn) | 1% | 10% | 3% | 0% | 16% | -26% | 3% | ? |
| CCOC(=O)C1=C(c2ccccc2)N=c2s/c(=C\c3ccco3)c(=O)n2C1c1cccs1 (stereo not drawn) | ? | 50%[activator] | -3% | 13µM* | ? | -40%[inhibitor] | -1% | 13% |
| CC(=O)OCCCN1C(=O)c2ccc(Br)cc2C1=O | ? | -4% | -28% | -2% | -8% | -6% | 0% | 5% |
| CCOc1ccccc1NC(=O)CSc1nnc(CNC(=O)c2ccco2)o1 | -3% | -3% | -16% | 7% | -10% | 9% | 1% | -2% |
| O=C(C1=C[C@@H](C2CCCCC2)C[C@@H](OCc2ccc(CO)cc2)O1)N1CCN(Cc2ccc3c(c2)OCO3)CC1 | -10% | 8% | -7% | 4% | -13% | nt | -1% | nt |
| CCOC(=O)c1c(NC2=NS(=O)(=O)c3ccccc32)sc2c1CCC(C)C2 (stereo not drawn) | 28% | 0% | 0% | ? | -1% | -12% | 3% | -1% |
| CCn1c(C(C)NC(=O)c2ccc(Cl)cc2)n[nH]c1=S (stereo not drawn) | 0% | 7% | 2% | -13% | -1% | -6% | 0% | 14%[46 µM] |
| COc1cc(/C=N/NS(=O)(=O)c2ccc(C(C)(C)C)cc2)cc([N+](=O)[O-])c1O | 7.9µM* | -5% | 2% | -2% | i | nt | -2% | nt |
| Cc1ccc(O)c(NC(=O)C2CCCCC2)c1 | -5% | 7% | -4% | 0% | i | nt | 0% | nt |
| O=C(Oc1c(Br)cc([N+](=O)[O-])cc1Br)c1cccnc1 | 1% | 2% | -5% | -4% | -1% | 8% | -3% | ? |

Rewritten as labelled records: entries from further up
Structure: CC(=O)OCCCN1C(=O)c2ccc(Br)cc2C1=O
  ALDH1A1 block: ? | RGS12 GoLoco inh: -4% | TRb SRC2 PPI: -28% | JMJD2E inh: -2% | RECQ1 inh: -8% | SMN2 splice enh: -6% | TR SRC2 fluor cs: 0% | Lamin A splicing: 5%

Structure: COc1cc(/C=N/NS(=O)(=O)c2ccc(C(C)(C)C)cc2)cc([N+](=O)[O-])c1O
  ALDH1A1 block: 7.9µM* | RGS12 GoLoco inh: -5% | TRb SRC2 PPI: 2% | JMJD2E inh: -2% | RECQ1 inh: i | SMN2 splice enh: nt | TR SRC2 fluor cs: -2% | Lamin A splicing: nt
